DT40 TDP1 no CPT: qHTS for Inhibitors of human tyrosyl-DNA phosphodiesterase 1 (TDP1): qHTS in cells in absence of CPT | DT40 Tdp1-/- hTDP1 cells, no CPT, ATP luminescence, 48 h | Potency, µM (series often up to 46.2 µM), for the others: at the highest dose activity change, negative = growth inhibition, actives largely listed as inhibitors | 15% of 420,000 active | AID 686978, 2013; also: nearly all actives have a fitted effect of over 55% in size
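Chicken DT40 Tdp1-/- cells complemented with human TDP1, screened without camptothecin (DMSO vehicle only), 400 cells/well. Compounds pin-transferred, cells incubated at 37 °C for at least 48 hr. Growth read as ATP-dependent luminescence (CellTiter-Glo, 30 min at RT).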
DT40 TDP1 CPT: DT40-hTDP1 cell growth loss with CPT. Potency, µM (highest dose often 46.2 µM), inactives show at the top dose activity change, negative = growth inhibition, usual class: inhibitors. 12% of 420,000 active. chicken DT40 Tdp1-/-;hTDP1 cells + 20 nM CPT, ATP luminescence, 48 h; also: nearly all actives have a fitted effect of over 55% in size
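Chicken DT40 Tdp1-/- cells stably complemented with human TDP1 were seeded at 400 cells/well in medium containing 20 nM camptothecin, exposed to pin-transferred compounds, and grown at 37 °C for at least 48 hr. Viability was read as ATP luminescence.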
TDP1 block: inhibitors of human tyrosyl-DNA phosphodiesterase TDP1; Q9NUW8; recombinant TDP1, AlphaScreen DNA substrate cleavage; Potency, µM (top dose mostly 130 µM), for inactives: at the highest dose activity change, negative = inhibition, most hits filed as inhibitors; 0.28% of 350,000 active; AID 485290; also: nearly all actives have a fitted effect of over 40% in size
Target sequence (Q9NUW8 whole entry, looked up): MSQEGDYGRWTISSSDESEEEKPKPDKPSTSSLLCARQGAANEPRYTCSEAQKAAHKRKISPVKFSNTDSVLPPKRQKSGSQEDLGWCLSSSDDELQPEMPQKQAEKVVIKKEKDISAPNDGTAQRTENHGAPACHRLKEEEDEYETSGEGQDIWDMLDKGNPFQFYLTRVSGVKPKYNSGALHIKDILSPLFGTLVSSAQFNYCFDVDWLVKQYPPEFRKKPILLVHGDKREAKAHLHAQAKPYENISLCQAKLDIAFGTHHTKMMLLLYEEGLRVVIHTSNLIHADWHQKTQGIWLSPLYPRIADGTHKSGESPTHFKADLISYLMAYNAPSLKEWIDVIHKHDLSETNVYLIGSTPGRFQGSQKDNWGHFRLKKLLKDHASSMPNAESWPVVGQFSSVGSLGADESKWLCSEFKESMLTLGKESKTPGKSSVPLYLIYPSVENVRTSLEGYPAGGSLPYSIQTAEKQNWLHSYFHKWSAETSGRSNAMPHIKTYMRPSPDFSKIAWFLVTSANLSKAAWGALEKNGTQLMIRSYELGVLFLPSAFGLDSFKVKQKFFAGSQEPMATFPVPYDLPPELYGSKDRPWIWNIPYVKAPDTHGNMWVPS
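Recombinant human Tdp1 (E. coli-expressed, 1 nM final) preincubated with compounds 15 min at room temperature, then 5'-biotin/3'-phosphotyrosine-FITC DNA substrate (15 nM final) added for 5 min. AlphaScreen beads (10 ug/ml final) added 10 min; cleavage lowers signal.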
Active calls of the source: *; u = inconclusive; x = no result given; & = joins results of further samples; [ ] = dose if it differs, or a comment. Calls follow the shape of the dose curve; as a rule, active = well fitted curve in the direction sought with a large enough effect; inconclusive = small, poorly fitted or top-dose-only effect, or another doubt; inactive = no such curve, though single readings can be large; an effect the other way counts as inactive or inconclusive. % is scaled to controls: 0 for no effect and ±100 for the full control effect; potency is read from the fitted curve at half-maximal effect.

SMILES | DT40 TDP1 no CPT | DT40 TDP1 CPT | TDP1 block
CC1CCC(C(C)C)C(OP(N)(=O)c2ccccc2)C1 (configuration not stated) | u | u | 5%
Cc1ccc(N2C(=O)NC(=O)/C(=C/c3ccc(-c4ccc(C(=O)O)c(Cl)c4)o3)C2=O)cc1 | 6% | 1% | 20µM*
COc1ccc(-n2c(O)c(C(C)=NCCc3c[nH]c4ccccc34)c(=O)[nH]c2=O)cc1 | u | -20% | 5%
CC(=O)OC[C@]12C[C@H](OC(=O)CC(C)C)C(C)=C[C@H]1O[C@H]1[C@H](O)[C@@H](OC(C)=O)[C@@]2(C)[C@]12CO2 | 0.0092µM* | 0.012µM* | 2%
Cc1ccccc1-n1c(C)nc2sccc2c1=O | 1% | -10% | -2%
O=c1[nH]c(=S)n(-c2ccccc2)c(O)c1C=NCCN1CCNCC1 | 19% | 6% | x
O=[N+]([O-])c1c(Cl)cccc1-c1c[nH]cc1Cl | 15µM* | 21µM* | x
CCOc1ccc(NC(=O)c2c(O)[nH]c(=O)[nH]c2=O)cc1 | 16µM* | 23µM* | x
CCOP(=O)(OCC)C(O)c1ccc(Br)cc1 (configuration not stated) | -25% | -27% | 1%
CC1CC[C@@]2(NC1)O[C@@H]1C[C@H]3C4CC=C5C[C@@H](O)CC[C@]5(C)C4CC[C@]3(C)[C@H]1[C@@H]2C (some centres not stated) | -24% | 12% | -2%
CCOC(=O)c1ccc(CNCc2ccc(Br)cc2)cc1 | u | u | 0%
CCOc1ccc(-n2c(O)c(N=Nc3c(C)n(C)n(-c4ccccc4)c3=O)c(=O)[nH]c2=O)cc1 | -15% | -1% | 10%
COC(=O)C1=C(c2ccc(OCc3ccccc3)cc2)C[C@@H]2CC[C@H]1N2C(=O)NC1CCN(Cc2ccccc2)CC1 | 7.3µM* | 8.2µM* | 3%
CN1CCC2(CC1)NC(=O)C1=C(CN(C)CC1)N2 | -17% | -8% | -1%
CCn1c(C)[n+](CC(O)COCC2CC=CCC2)c2ccccc21 (configuration not stated) | 23µM* | 21µM* | 5%
O=C1C2C3CCC(O3)C2C(=O)N1c1cccc(F)c1 (configuration not stated) | 15% | 5% | x
Cc1cc(OCC(=O)NC(Cc2ccc(Cl)cc2)C(=O)O)c2c3c(c(=O)oc2c1)CCCC3 (configuration not stated) | 0% | 1% | x
COc1ccc(-n2nnnc2C(c2cccs2)N2CCC3(CC2)C(=O)NCN3c2ccccc2)cc1 (configuration not stated) | 16µM* | u | x
CN1C(=O)C(Cc2nc3ccccc3c(=O)n2-c2ccccc2)c2ccccc21 (configuration not stated) | u | -27% | 1%
Cc1ccc(CN2CCCN(Cc3ccc(C)cc3)S2(=O)=O)cc1 | 2% | -13% | x
COc1ccccc1OCCCn1cc(C(=O)c2ccco2)c2ccccc21 | u | 18µM* | 0%
CC(=O)NC1=C(N2CC2C)C(=O)C(NC(C)=O)=C(N2CC2C)C1=O (configuration not stated) | 4.6µM* | 1.8µM* | x
O=C(c1ccc(CS(=O)(=O)c2ccc(Br)cc2)o1)N1CCC2(CC1)OCCO2 | -9% | -19% | 4%
O=C1c2ccccc2C(=O)c2ccccc21 | -2%&1% | -11%&2% | 2%
O=C(NCc1ccc(C(=O)N2CCC3(CC2)OCCO3)cc1)c1ccc2c(c1)OCO2 | -24% | -15% | 3%
CCC(=NC1CC1)c1c(O)n(-c2ccc(OC)cc2)c(=O)[nH]c1=O | -1% | 2% | -3%
O=C(Nc1ccccc1)c1cc([N+](=O)[O-])ccc1N1CCNCC1 | -1% | -25% | 3%
CCCCNCC(O)c1ccc(O)cc1 (configuration not stated) | -3% | 18% | 2%
COc1ccc2nc(/N=C/c3c(O)n(-c4cccc(Cl)c4)c(=O)[nH]c3=O)sc2c1 | u | u | -3%
COc1ccc(-n2nnnc2C(c2ccccc2OC(F)(F)F)N2CCC3(CC2)C(=O)NCN3c2ccccc2)cc1 (configuration not stated) | 23µM* | 18µM* | x
CCCN(C/C=C/I)C1CCc2ccc(O)cc2C1 (configuration not stated) | 21µM* | u | 13%
Cc1ccc2nc(N3CCC(C(=O)N4CCC5(CC4)OCCO5)CC3)sc2c1 | u | u | 5%
OC(CCNCCc1c[nH]c2ccccc12)C(F)(F)F (configuration not stated) | -18% | 9% | 0%
COc1ccccc1N1CCN(Cc2ccccc2)CC1 | -25% | -1% | x
O=C1NCCOC(=O)[C@@H](Cc2ccc(F)cc2)CC/C=C/C[C@@H]1CC(=O)N(CCO)Cc1ccccc1 | 23µM* | 21µM* | 0%
N#CCC(=O)NN1Cc2ccccc2C1=N | -4% | -13% | 5%
CNC(=S)N1CCN(CCN=Cc2c(O)n(-c3ccc(C)cc3)c(=S)[nH]c2=O)CC1 | -7% | 4% | x
CC(C)(C)N(NC(=O)c1ccccc1)C(=O)c1ccccc1 | -5% | -3% | 4%
Cn1c(O)c(C=Nc2ccc(Br)cc2)c(=O)n(C)c1=O | -4% | 10% | 6%
CCOC(=O)[C@]12Cc3cc(OC)ccc3[C@H]1N(Cc1ccccc1)C(=O)c1ccccc12 | 11µM* | u | x
CC(C)=CCSc1nnc([C@@H](N)Cc2c[nH]c3ccccc23)o1 | -13% | -21% | 11%
O=C(c1ccco1)N1CCN(C(=O)c2ccc(COc3ccc(Cl)cc3Cl)o2)CC1 | u | 26µM* | x
CC(C)n1c(=O)c(C=Nc2ccc(Br)cc2)c(O)n(Cc2ccco2)c1=O | u | -11% | 5%
CCOC(=O)C(C)(CC)NC(=O)CSP(=S)(OCC)OCC (configuration not stated) | u | u | 8%
c1ccc(P(c2ccccc2)c2ccccn2)cc1 | 5.2µM* | 5.2µM* | x
CC1CCOC(=O)C=CC=CC(=O)OC2CC3OC4C5OC5(C)C(O)CC4(COC(=O)C1O)C2(C)C31CO1 (configuration not stated) | 0.15µM* | 0.15µM* | x
CC1CCN(CC(=O)c2ccc3c(c2)OCCO3)CC1 | 8% | 15% | 3%
COc1cc2c(cc1OC)C1C(=O)c3ccc4c(c3OC1CO2)CC(C(C)C)O4 (configuration not stated) | 0.033µM* | 0.18µM* | x
COC(=O)C1=C(c2ccc(OCc3ccccc3)c(F)c2)C[C@@H]2CC[C@H]1N2C | 23µM* | u | x
COc1ccc(-c2cc(-c3ccccc3)[n+](C)c(-c3ccccc3)c2)cc1 | 0.58µM* | 1µM* | -2%
COc1ccc(/C=N\N=C(N)N)cc1 | 16µM* | u | 3%
NC(=O)Cn1cc(C=C2C(=O)NC(=O)NC2=O)c2ccccc21 | -6% | 1% | x
CC12CC(=O)C3C(CCC4CC=CCC43C)C1CCC2=O (configuration not stated) | u | 13% | x
NCCNCCNCCNCCN | -17% | 5% | 11%&15%
COC(=O)CCCNC(=O)CN1CC(c2ccccc2)CC1=O (configuration not stated) | -2% | 8% | 7%
O=P(NCc1ccccc1)(Oc1ccccc1)Oc1ccccc1 | -26% | u | 3%
COc1ccc(CNC(=O)/C=C/c2ccc3[nH]cc(CCN(C)C)c3c2)cc1 | -4%&-24% | -9%&5% | 11%[56.1 µM]
Brc1ccc(CN2CCNCC2)s1 | u | u | 5%
C/C(=N\N1CCCCC1c1cccnc1)c1c(O)n(C2CCCCC2)c(=S)[nH]c1=O (configuration not stated) | u | u | 3%
COc1cc(C)cc(CN2CC=C(c3ccccc3)CC2)c1O | u | 16µM* | 8%

Next results
SMILES | DT40 TDP1 no CPT | DT40 TDP1 CPT | TDP1 block
Clc1ccc(CN2CCNCC2)cc1 | 1% | 15% | x
CCn1c(=O)cc(OCC(=O)N2CCN(Cc3ccc4c(c3)OCO4)CC2)c2ccccc21 | 11% | -3% | 8%
O=c1cccc2n1CC1CC2CN(S(=O)(=O)c2ccccc2)C1 (configuration not stated) | -6% | -6% | 1%
NC1CCCCC1N=Cc1c(O)n(Cc2ccc(F)cc2)c(=O)[nH]c1=O (configuration not stated) | -19% | -20% | 4%
CC12CCC3C(CCCC4CC(=O)CCC43C)C1CCC2O (configuration not stated) | u | -30% | x
CC12CC[C@H]3[C@@H](CCC4(O)C[C@H](O)CCC34/C=N/NC(=O)c3ccc(O)cc3)C1(O)CCC2C1=CC(=O)OC1 (some centres not stated) | 1% | 1% | 5%
CC(=O)c1ccc(N2CCN(c3ccc4cc(S(=O)(=O)N5CCCCC5)ccc4n3)CC2)cc1 | 3.7µM* | u | 0%
NCC(=O)c1ccc(Br)cc1 | 5% | 13% | x
CC1CC2CC(=O)C3CCCN4CCCC2[C@]34C1 (some centres not stated) | -2% | 6% | 12%[56.1 µM]
CC1(C)CC(n2[nH]c(=O)c3c2NC(=O)CSC3c2ccc(F)cc2)CCO1 (configuration not stated) | -4% | 5% | -2%
O=C1NC(=O)N(Cc2ccccc2)C(=O)/C1=C/c1cnc(-c2ccccc2)nc1 | u | u | -2%
CCC(=Nc1ccc(OC)cc1OC)c1c(O)n(C2CCCCC2)c(=O)[nH]c1=O | u | u | 9%
Cc1ccc(-c2nc(CN3C(=O)CN=C(c4ccccc4)c4cc(Cl)ccc43)c(C)o2)cc1 | u | u | 6%
C/C(=N\NC(=O)c1ccccc1Cl)c1c(O)n(C2CCCCC2)c(=O)[nH]c1=O | 11% | 3% | 3%
COC(=O)Cn1cc(/C=C2\C(=O)NC(=O)N(c3ccccc3)C2=O)c2ccccc21 | u | u | x
N#Cc1ncc(N=Cc2ccc(N(CCCl)CCCl)cc2)s1 | 12µM* | 10µM* | x
CCCCOC(=O)COc1cc(C)cc2oc(=O)c3c(c12)CCC3 | -13% | 4% | -2%

Grouped by structure: those above containing an aryl methoxy group
SMILES | DT40 TDP1 no CPT | DT40 TDP1 CPT | TDP1 block
COc1ccc(-n2c(O)c(C(C)=NCCc3c[nH]c4ccccc34)c(=O)[nH]c2=O)cc1 | u | -20% | 5%
COc1ccc(-n2nnnc2C(c2cccs2)N2CCC3(CC2)C(=O)NCN3c2ccccc2)cc1 (configuration not stated) | 16µM* | u | x
COc1ccccc1OCCCn1cc(C(=O)c2ccco2)c2ccccc21 | u | 18µM* | 0%
CCC(=NC1CC1)c1c(O)n(-c2ccc(OC)cc2)c(=O)[nH]c1=O | -1% | 2% | -3%
COc1ccc2nc(/N=C/c3c(O)n(-c4cccc(Cl)c4)c(=O)[nH]c3=O)sc2c1 | u | u | -3%
COc1ccc(-n2nnnc2C(c2ccccc2OC(F)(F)F)N2CCC3(CC2)C(=O)NCN3c2ccccc2)cc1 (configuration not stated) | 23µM* | 18µM* | x
COc1ccccc1N1CCN(Cc2ccccc2)CC1 | -25% | -1% | x
CCOC(=O)[C@]12Cc3cc(OC)ccc3[C@H]1N(Cc1ccccc1)C(=O)c1ccccc12 | 11µM* | u | x
COc1cc2c(cc1OC)C1C(=O)c3ccc4c(c3OC1CO2)CC(C(C)C)O4 (configuration not stated) | 0.033µM* | 0.18µM* | x
COc1ccc(-c2cc(-c3ccccc3)[n+](C)c(-c3ccccc3)c2)cc1 | 0.58µM* | 1µM* | -2%
COc1ccc(/C=N\N=C(N)N)cc1 | 16µM* | u | 3%
COc1ccc(CNC(=O)/C=C/c2ccc3[nH]cc(CCN(C)C)c3c2)cc1 | -4%&-24% | -9%&5% | 11%[56.1 µM]
COc1cc(C)cc(CN2CC=C(c3ccccc3)CC2)c1O | u | 16µM* | 8%
CCC(=Nc1ccc(OC)cc1OC)c1c(O)n(C2CCCCC2)c(=O)[nH]c1=O | u | u | 9%

This is a subset; count on the stated rates, not on these rows.
